Screens from PubChem.
m5-HT2A agonist: agonists of mouse serotonin 5-HT2A receptor (HTR2A); P35363; activation, % at 7.6 µM; 0.66% of 360,000 active; CHO-K1 mHTR2A beta-arrestin complementation, luminescence; percent of 30 µM serotonin response;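 active = activation above a run cutoff, the mean activation of all tested compounds plus 3 SD, cut at about 14% in these data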;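 also: 0% = plate median of compound wells and 100% = 30 µM serotonin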
PDI turbidity: inhibitors of human protein disulfide isomerase | P07237 | PDI insulin aggregation turbidity, A650, 90 min | inhibition, % at 10 µM | 0.052% of 350,000 active;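 active = mean inhibition across replicates of 30% or more, whatever share of single replicates reach that level; inconclusive = mean inhibition below 30% while every single replicate reaches 30%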;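 also: absorbance from insulin aggregation driven by PDI reduction with DTT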
Vif imaging: blocks HIV Vif function. 0.35% of 340,000 active. inhibition, % at 7.49 µM. HEK293T cells, Vif self-association by quenched fluorescence, imaging, 24 h. AID 602346; in the data active = inhibition above about 50%, passing the limit was not always enough; inconclusive = no clear call, values can overlap the other calls; inactive = below about 31%; also: some results filed as inactive read as strong as hits
N-glyco inh: N-linked glycosylation inhibition | 0.23% of 360,000 active | D54 ERlucT glycosylation luciferase reporter, 24 h; percent of 100 nM tunicamycin response | AID 588692 | reporter increase, % at 12.5 µM;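 active = mean luciferase reporter signal, scaled so untreated is 0 and the glycosylation-blocking control 100, at or above a set limit in every replicate; inconclusive = mean reaches the limit but not every replicate does; inactive = mean below the limit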;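 also: luciferase carries N-glycosylation sites so blocking glycosylation raises the light; 0% = median of neutral control wells and 100% = median of 100 nM tunicamycin wells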
CaV13 ICDI inh: Primary screen for inhibitors of IQ motif and Ca2+-dependent inactivation inhibitor domain binding in CACNA1D, Förster resonance energy transfer in living cells, …; HEK cells, CFP/YFP FRET ICDI-IQ, plate reader, 10 min; percent FRET-ratio fall versus neutral wells; 0.098% of 340,000 active; inhibition, % at 12.3 µM;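 active = mean replicate inhibition of at least 30% and at least 1% of replicates passing that level; inconclusive = only one of the two criteria is met; inactive = neither criterion is met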;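 also: 0% = median of the neutral control wells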
H9c2 protect: modulators protecting cardiomyocytes from myocardial damage; H9c2 cardiomyocytes, H2O2 injury protection, ATPLite, 2 h; protection from H2O2 cell death, % at 20 µM; 0.63% of 360,000 active;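 active = compounds giving at least 50% protection of heart cells from peroxide-induced death in the single-dose screen, raw or plate-pattern-corrected value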;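 also: 0% = DMSO wells with peroxide and 100% = DMSO wells without peroxide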
aDG glyco up: increases alpha dystroglycan glycosylation. activation, % at 10 µM. 0.22% of 360,000 active. AID 624168. Pro5-aDG cells, alpha-DG glycosylation AlphaScreen (IIH6); 0% Pro5, 100% B10-LARGE cell signal;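 active = activation of at least 8% versus controls, or a plate z-score of at least 8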;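 also: Pro5 are CHO cells carrying HIG-tagged alpha-DG that lacks glycosylation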
ABCB6 inh MLPCN: human ABCB6 transporter inhibition; fluorescence ratio to DMSO, % at 10 µM; K562-ABCB6 porphyrin accumulation, flow cytometry, 1 h; hits give low values; Q9NP58; 0.19% of 360,000 active;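 active = fluorescence ratio to DMSO below 75%, the collection mean minus 3 SD; inconclusive = too few cells collected in the well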;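 also: signal is porphyrin accumulated inside mitochondria; 100% equals median channel fluorescence of DMSO control wells; lower ratio means ABCB6 inhibition with less porphyrin fluorescence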
Target sequence (Q9NP58 whole entry, looked up): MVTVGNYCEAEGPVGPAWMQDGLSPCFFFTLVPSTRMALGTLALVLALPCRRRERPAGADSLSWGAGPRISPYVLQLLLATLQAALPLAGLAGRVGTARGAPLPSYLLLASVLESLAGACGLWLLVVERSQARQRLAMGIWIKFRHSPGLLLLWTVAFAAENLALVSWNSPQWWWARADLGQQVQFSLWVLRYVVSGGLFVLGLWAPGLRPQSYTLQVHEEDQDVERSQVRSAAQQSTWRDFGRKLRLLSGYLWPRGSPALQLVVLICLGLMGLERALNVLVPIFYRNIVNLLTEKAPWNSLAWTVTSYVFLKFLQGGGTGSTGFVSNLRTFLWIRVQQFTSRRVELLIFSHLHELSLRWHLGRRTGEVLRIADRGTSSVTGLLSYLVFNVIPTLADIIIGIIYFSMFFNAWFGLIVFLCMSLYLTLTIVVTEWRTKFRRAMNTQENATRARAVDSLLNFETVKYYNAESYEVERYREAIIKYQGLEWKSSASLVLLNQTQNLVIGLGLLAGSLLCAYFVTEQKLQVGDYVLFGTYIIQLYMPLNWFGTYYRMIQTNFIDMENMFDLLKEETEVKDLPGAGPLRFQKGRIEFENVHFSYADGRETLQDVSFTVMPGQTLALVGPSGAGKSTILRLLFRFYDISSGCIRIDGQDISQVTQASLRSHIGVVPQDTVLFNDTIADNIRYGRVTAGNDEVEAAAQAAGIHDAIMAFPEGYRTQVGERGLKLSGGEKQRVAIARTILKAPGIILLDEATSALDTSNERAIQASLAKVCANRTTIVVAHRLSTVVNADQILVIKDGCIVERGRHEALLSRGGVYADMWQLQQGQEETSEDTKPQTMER
Granule exo inh: lytic granule exocytosis inhibition; TALL-104 LAMP-1 surface exposure, flow cytometry; cells stimulated with thapsigargin and PMA; inhibition, % at 10 µM; 0.66% of 360,000 active;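 active = inhibition above about 55%, limit read from the data; inconclusive = no clear call, values can overlap the other calls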
iPSC survival up: hiPSC single-cell survival enhancement; AID 602274; 0.044% of 360,000 active; ATPlite luminescence; 100% = ROCK inhibitor wells, 0% = DMSO; survival enhancement, % at 20 µM; in the data active = survival enhancement above about 18%;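 also: cells exposed to compounds for 16 hours before the ATP read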
* marks the source's active call; other numbers are inactive results; ? = inconclusive; nt = no result given.

mol | m5-HT2A agonist | PDI turbidity | Vif imaging | N-glyco inh | CaV13 ICDI inh | H9c2 protect | aDG glyco up | ABCB6 inh MLPCN | Granule exo inh | iPSC survival up
COc1cc(NC(=O)COc2cc(O)c3c(c2)OC(C)(C)CC3=O)cc(OC)c1OC | 5.7 | nt | -58.4 | 1.2 | nt | -16.7 | 2.7 | 93.0 | 0.0 | -0.6
Cc1ccc(C(=O)CSc2nnc(-c3ccco3)n2CC2CCCO2)cc1 (stereo not given) | -1.9 | 1.2 | nt | 0.5 | -1.3 | -0.4 | 0.0 | 87.0 | -1.4 | -4.1
Cc1ccc(C(=O)c2c(C)oc3c2C(=O)C(=O)c2ccccc2-3)cc1 | 2.5 | -0.1 | nt | -19.6 | nt | -19.6 | -0.8 | 102.0 | 103.0* | -1.0
CSC1=C(C#N)C(=O)NC(c2ccccc2O)S1 (stereo not given) | -1.9 | 12.1 | 12.1 | 2.1 | -3.8 | 4.7 | -0.1 | 102.0 | -6.0 | 1.2
COc1cccc(NC(=O)CCC2CCN(C(=O)C3CC=CCC3)CC2)c1 (stereo not given) | -5.5 | -1.7 | -12.0 | -2.2 | -2.2 | -10.4 | -0.1 | 100.0 | -5.7 | -0.7
COc1ccc(NS(=O)(=O)c2cc([N+](=O)[O-])ccc2N/N=C/c2c(C)[nH]c3ccccc23)cc1 | 1.0 | -6.2 | 11.9 | -1.5 | -6.7 | 3.0 | -0.5 | 848.0 | -0.8 | -2.9
COc1ccc(-c2sc3ccccc3c2-c2ccc(OCCN(C)C)cc2)cc1 | -11.6 | -5.2 | -8.4 | -10.3 | ? | -10.7 | 4.0 | 93.0 | 2.3 | -2.7
Cc1ccc(NC(=O)CCC(=O)NNC(=O)Cc2ccccc2)cc1C | 3.1 | -5.3 | 4.4 | 3.7 | nt | -0.8 | -0.2 | 103.0 | -4.7 | -1.3
COc1ccc(/C=C2\SC(=O)N(CCNC(=O)C3CCN(S(=O)(=O)c4cccs4)CC3)C2=O)cc1 | -2.3 | -2.7 | -0.3 | 0.9 | -6.7 | -16.6 | 0.4 | 98.0 | 1.3 | -1.1
COc1ccc(NC(=O)c2cc(-c3cc(F)ccc3OC(C)C)n[nH]2)c(OC)c1 | -4.9 | 5.3 | 3.0 | 1.2 | -5.3 | 0.3 | 0.3 | 82.0 | 1.8 | -1.6
O=C(CSCc1cccc(Cl)c1)OCc1nc2ccsc2c(=O)[nH]1 | -0.7 | -3.1 | 28.7 | 0.2 | -6.0 | -4.4 | -0.2 | 93.0 | -3.9 | 0.6
O=C(COc1ccc(Cl)cc1)NCc1ccncc1 | 0.2 | -2.1 | -3.0 | 0.5 | 4.8 | 3.8 | -0.1 | 98.0 | -0.8 | 0.1

Granule exo inh: what is marked active above
mol,m5-HT2A agonist,PDI turbidity,Vif imaging,N-glyco inh,CaV13 ICDI inh,aDG glyco up,ABCB6 inh MLPCN,Granule exo inh
Cc1ccc(C(=O)c2c(C)oc3c2C(=O)C(=O)c2ccccc2-3)cc1,2.5,-0.1,nt,-19.6,nt,-0.8,102.0,103.0*

Entries listed so far with a furan ring, fused or not, in the order listed:
mol | m5-HT2A agonist | PDI turbidity | Vif imaging | N-glyco inh | CaV13 ICDI inh | H9c2 protect | aDG glyco up | ABCB6 inh MLPCN | Granule exo inh | iPSC survival up
Cc1ccc(C(=O)CSc2nnc(-c3ccco3)n2CC2CCCO2)cc1 (stereo not given) | -1.9 | 1.2 | nt | 0.5 | -1.3 | -0.4 | 0.0 | 87.0 | -1.4 | -4.1
Cc1ccc(C(=O)c2c(C)oc3c2C(=O)C(=O)c2ccccc2-3)cc1 | 2.5 | -0.1 | nt | -19.6 | nt | -19.6 | -0.8 | 102.0 | 103.0* | -1.0

The main list resumes, starting four compounds before the break.
mol | m5-HT2A agonist | PDI turbidity | Vif imaging | N-glyco inh | CaV13 ICDI inh | H9c2 protect | aDG glyco up | ABCB6 inh MLPCN | Granule exo inh | iPSC survival up
COc1ccc(/C=C2\SC(=O)N(CCNC(=O)C3CCN(S(=O)(=O)c4cccs4)CC3)C2=O)cc1 | -2.3 | -2.7 | -0.3 | 0.9 | -6.7 | -16.6 | 0.4 | 98.0 | 1.3 | -1.1
COc1ccc(NC(=O)c2cc(-c3cc(F)ccc3OC(C)C)n[nH]2)c(OC)c1 | -4.9 | 5.3 | 3.0 | 1.2 | -5.3 | 0.3 | 0.3 | 82.0 | 1.8 | -1.6
O=C(CSCc1cccc(Cl)c1)OCc1nc2ccsc2c(=O)[nH]1 | -0.7 | -3.1 | 28.7 | 0.2 | -6.0 | -4.4 | -0.2 | 93.0 | -3.9 | 0.6
O=C(COc1ccc(Cl)cc1)NCc1ccncc1 | 0.2 | -2.1 | -3.0 | 0.5 | 4.8 | 3.8 | -0.1 | 98.0 | -0.8 | 0.1
CSc1cccc(NC(=O)CCNS(=O)(=O)c2ccc3[nH]c(=O)oc3c2)c1 | -1.1 | -8.7 | 9.6 | -1.3 | -3.4 | 0.2 | 0.1 | 96.0 | -0.4 | -0.3
CC(=O)Nc1nnc(Cc2c[nH]c3ccccc23)s1 | 2.0 | -4.5 | -7.1 | 1.9 | nt | 1.8 | 0.0 | 95.0 | -2.9 | -0.1
CCN(CC)CCCNC(=O)c1cn(C)c2ccc(S(=O)(=O)N(C)C3CCCCC3)cc2c1=O | -2.0 | -4.6 | -2.0 | -2.3 | -2.1 | -0.2 | 0.0 | 101.0 | 2.6 | 1.1
O=C(CSc1ccc([N+](=O)[O-])cn1)Nc1ccc2c(c1)OCO2 | 0.0 | -4.3 | 8.0 | 1.7 | -7.0 | -4.9 | 0.0 | 96.0 | 0.0 | -0.1
N#C/C(=C(/O)COC(=O)COc1ccc(Cl)cc1)c1nc2ccccc2[nH]1 | 6.4 | -0.8 | -3.3 | -5.5 | -3.4 | -6.4 | -0.7 | 104.0 | -3.1 | 0.2
COc1ccc(C2(CNC(=O)c3ccc(OC)c([N+](=O)[O-])c3)CCCCC2)cc1OC | 2.1 | 10.6 | 3.1 | 2.0 | -2.8 | -0.7 | 0.0 | 98.0 | 5.6 | 2.8
COc1cc(/C=C(\C#N)C(=O)NCC2CCCO2)ccc1OCCC(C)C (stereo not given) | 3.5 | 3.3 | -15.7 | 1.5 | -14.1 | 5.1 | 0.1 | 101.0 | -8.6 | 0.6
Cc1ccc(C(=O)N/N=C/c2c(O)ccc3ccccc23)cn1 | 4.8 | 6.1 | 3.2 | -9.0 | -27.0 | 31.0 | 0.1 | 96.0 | ? | -0.4
NC(=O)C1=C[C@@H](c2ccc3c(c2)OCO3)C[C@@H](OCCCCO)O1 | 4.1 | 4.1 | -7.8 | 3.1 | -5.7 | -1.5 | -0.1 | 98.0 | -1.9 | -1.0
O=C(CSc1nnc2ccc3ccccc3n12)N1CCOCC1 | 1.2 | -3.9 | -7.9 | 0.4 | -5.3 | 5.1 | 0.0 | 101.0 | 16.5 | 1.5
COCC(=O)N1CCCC(C(=O)c2ccc(-c3ccccc3)c(F)c2)C1 (stereo not given) | 5.3 | 0.5 | -6.4 | 2.1 | -1.0 | -7.4 | 0.3 | 99.0 | -1.5 | -0.1
Cc1nn(C)c(Cl)c1S(=O)(=O)N1CCC(CO)(CCc2ccccc2)CC1 | -6.0 | -12.3 | -18.5 | -2.0 | -7.0 | -4.9 | -0.3 | 99.0 | -0.9 | -0.3
COCCNc1nnc(SCC(=O)N2CCN(S(=O)(=O)c3ccccc3)CC2)s1 | -0.3 | -1.1 | 3.2 | 0.1 | nt | 8.9 | 0.3 | 100.0 | -4.2 | -3.1
CC(C)CN1CCC(=O)N(CCN=[N+]=[N-])CC1 | -2.6 | -1.6 | nt | 1.0 | -5.6 | -0.7 | 0.0 | 99.0 | -0.6 | -0.7

3 entries out of the list above, arranged by their value in Vif imaging, falling:
| canonical_smiles | Vif imaging |
| --- | --- |
| N#C/C(=C(/O)COC(=O)COc1ccc(Cl)cc1)c1nc2ccccc2[nH]1 | -3.3 |
| CC(=O)Nc1nnc(Cc2c[nH]c3ccccc23)s1 | -7.1 |
| Cc1nn(C)c(Cl)c1S(=O)(=O)N1CCC(CO)(CCc2ccccc2)CC1 | -18.5 |
